High-throughput results deposited in PubChem BioAssay by Broad Institute.
ERAP1 HTS inh – human ERAP1 aminopeptidase inhibitors, primary screen, biochemical, single point, plate reader. AID 652197, 2013. inhibition, % at 10.7 µM. recombinant ERAP1, Leu-AMC fluorescence, 60 min. actives 0.15% (n = 340,000);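 active means mean replicate inhibition of at least 30%, or all replicates individually reaching that 30% level; inactive means mean below 30% and not every replicate reaching it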;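 further: 0% = neutral control wells and 100% = L-leucinethiol positive control wells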
miR-122 sensor – miR-122 Renilla sensor signal increase in Huh7, primary screen, miR-122 inhibitor project, cell-based, single point, plate reader; Huh7 miR-122 Renilla luciferase sensor, 48 h; neutral wells = 0, positive control = 100; activation (reporter increase), % at 12.5 µM; actives 0.3% (n = 340,000);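 active means mean replicate activation score at least 90 and every replicate individually at or above 90; inconclusive means only one of the two criteria met; inactive means neither criterion met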;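 further: higher luciferase means less miR-122 activity so hits act as miR-122 inhibitors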
SIRT5 inh – SIRT5 desuccinylase inhibitors, primary screen, biochemical, fluorescence imaging, single point, set 5; Purified SirT5, succinyl-peptide AMC, trypsin-coupled fluorescence; actives 1.1% (n = 330,000); inhibition, % at 15 µM; AID 652115, 2013; NAD-dependent protein deacylase sirtuin-5, mitochondrial (Homo sapiens), Q9NXA8; in the data active means inhibition above about 15%; inconclusive means no clear call, values can overlap the other calls
Target sequence (Q9NXA8 whole entry, looked up): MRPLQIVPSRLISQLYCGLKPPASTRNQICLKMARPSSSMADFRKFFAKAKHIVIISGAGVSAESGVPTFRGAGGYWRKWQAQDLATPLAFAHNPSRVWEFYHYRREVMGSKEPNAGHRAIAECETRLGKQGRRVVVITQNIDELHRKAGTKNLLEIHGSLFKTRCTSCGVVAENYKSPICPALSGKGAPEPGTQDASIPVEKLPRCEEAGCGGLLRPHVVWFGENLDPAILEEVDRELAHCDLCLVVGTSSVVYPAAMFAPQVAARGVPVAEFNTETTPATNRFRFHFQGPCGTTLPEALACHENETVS
Casp6 inh – human caspase-6 inhibitors, primary screen, biochemical, VEID-R110 fluorescence, single point, set 2 | inhibition, % at 12.5 µM | P55212 | actives 0.53% (n = 350,000) | purified caspase-6, Z-VEID-R110 cleavage fluorescence;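 active means mean inhibition across replicates at least about 35%, with every replicate also reaching that limit, limit read from the data; inconclusive means only one of the two criteria met; inactive means neither criterion met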;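 further: 0% = median of neutral control wells and 100% = no fluorescence left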
Target sequence (P55212 24-179 limits assumed): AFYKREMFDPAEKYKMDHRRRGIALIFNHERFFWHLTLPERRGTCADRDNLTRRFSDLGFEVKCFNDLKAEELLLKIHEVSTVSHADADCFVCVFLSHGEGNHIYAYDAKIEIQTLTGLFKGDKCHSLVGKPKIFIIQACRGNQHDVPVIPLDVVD
Target sequence (P55212 194-293 limits assumed): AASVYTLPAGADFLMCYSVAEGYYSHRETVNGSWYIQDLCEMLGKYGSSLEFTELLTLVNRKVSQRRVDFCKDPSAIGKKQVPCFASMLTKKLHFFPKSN
F508del corr – F508del CFTR correction, initial screen, CFBE line, single point; activity (quench increase), % at 7.58 µM; AID 720511, 2013; actives 0.36% (n = 350,000); CFBE cells, YFP halide quenching; stimulated with forskolin plus potentiator P3; % fluorescence drop versus neutral controls;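 active means mean added fluorescence quench of at least 8% versus neutral control, with both replicates also reaching 8%; inconclusive means only one of the mean or replicate conditions met; inactive means mean below 8% and not both replicates reaching 8%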;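 further: cells transiently co-express mutant CFTR-F508del with the halide-sensitive YFP; corrector assay measuring rescue of mutant channel to the surface after 24 h compound exposure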
ERp5 inh – inhibitors of ERp5-driven insulin aggregation, primary screen, biochemical, turbidity, absorbance 650 nm, single point | Protein disulfide-isomerase A6 (Homo sapiens), Q15084 | 90 min | inhibition, % at 9.99 µM | actives 0.05% (n = 350,000);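 active means mean replicate inhibition above about 25%, with every replicate also reaching it, limit read from the data, passing the limit was not always enough; inconclusive means only one of those two criteria met; inactive means neither criterion met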
Target sequence (Q15084 whole entry, looked up): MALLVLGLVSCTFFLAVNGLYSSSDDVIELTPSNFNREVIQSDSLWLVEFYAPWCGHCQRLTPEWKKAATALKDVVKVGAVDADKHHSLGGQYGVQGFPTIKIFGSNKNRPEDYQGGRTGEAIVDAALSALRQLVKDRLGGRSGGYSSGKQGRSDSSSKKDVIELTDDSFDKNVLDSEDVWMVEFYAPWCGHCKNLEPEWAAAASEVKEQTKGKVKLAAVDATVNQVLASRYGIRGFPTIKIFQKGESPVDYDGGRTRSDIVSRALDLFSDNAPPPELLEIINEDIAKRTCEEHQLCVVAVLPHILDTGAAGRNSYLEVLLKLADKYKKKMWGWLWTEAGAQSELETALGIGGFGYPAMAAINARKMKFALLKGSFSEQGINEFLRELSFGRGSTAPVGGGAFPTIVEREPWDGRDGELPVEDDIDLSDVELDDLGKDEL
DENV2 CPE – inhibitors of DENV2 cytopathic effect, primary screen, cell-based, plate reader, single concentration | CPE inhibition, % at 9.99 µM | DENV2-infected cells, cytopathic effect rescue | actives 1.7% (n = 350,000); in the data active means CPE inhibition above about 20%, passing the limit was not always enough; inconclusive means no clear call, values can overlap the other calls; tested in BHK-21 cells;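 further: 0% = median of neutral control wells and 100% = median of positive control wells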
* = called active by the depositor; & = joins results of further samples; [ ] = another dose, or the depositor's remark.

`CCC(=O)Nc1ccc(SC#N)cc1C` gave ERAP1 HTS inh 2, miR-122 sensor 0, SIRT5 inh -9, Casp6 inh -2, F508del corr -0.8 and ERp5 inh inconclusive.
Screening CC(=O)N(Cc1ccccn1)Cc1ccco1 returned ERAP1 HTS inh 0, SIRT5 inh -6, Casp6 inh -5, F508del corr 0.9, ERp5 inh -1 and DENV2 CPE 1.
`O=C(Nc1ccc(Cl)c(Cl)c1)Nc1ccon1` gave ERAP1 HTS inh -3, miR-122 sensor 1, SIRT5 inh -4, Casp6 inh -1, F508del corr 3.3, ERp5 inh 0 and DENV2 CPE 1.
CCOC(=O)c1[nH]c2ccccc2c1NC(=O)C1CCCC1 was read as ERAP1 HTS inh 2, miR-122 sensor -2, SIRT5 inh 1, Casp6 inh 4, F508del corr -0.2, ERp5 inh 6 and DENV2 CPE -8.
O=C(NC[C@H]1[C@H](c2ccccc2)[C@@H](CO)N1C(=O)Cc1cccnc1)C1CCC1 was read as miR-122 sensor -7[16.7 µM], F508del corr 0.6 and DENV2 CPE inconclusive.
For O=C(c1cccc(OCc2ccccc2)c1)N1CCOCC1 the results were miR-122 sensor 19, SIRT5 inh -1, Casp6 inh 1, F508del corr -2.2, ERp5 inh -8 and DENV2 CPE 9.
Screening COc1ccc(CN2CCN(Cc3cccn3-c3ncccn3)CC2CCO)c(C)c1C (stereo not given) returned ERAP1 HTS inh 0, miR-122 sensor -44, SIRT5 inh -1, Casp6 inh -1, F508del corr 5.9 and ERp5 inh 1.
CCn1c(Cn2nnc(-c3ccccc3)n2)nnc1SCC(=O)Nc1ccccc1 was read as ERAP1 HTS inh 6, SIRT5 inh -2, Casp6 inh 1, F508del corr -0.9, ERp5 inh -2 and DENV2 CPE -2.
For C[C@H](CO)N1C[C@H](C)[C@@H](CN(C)C(=O)Cc2ccccc2)OCCCC[C@H](C)Oc2ccc(NC(=O)c3ccncc3)cc2C1=O the results were ERAP1 HTS inh -2, miR-122 sensor 11[16.7 µM], SIRT5 inh 1, Casp6 inh 2, F508del corr -2.0, ERp5 inh 3 and DENV2 CPE 7.
For Cc1cccc(OCC(=O)OCC(=O)N2CCN(C(=O)c3ccco3)CC2)c1C the results were ERAP1 HTS inh -5, miR-122 sensor 2, SIRT5 inh 5, Casp6 inh 0, F508del corr 0.5, ERp5 inh 4 and DENV2 CPE -4.
For COc1cccc(/C=N/NC(=O)c2ccc(=O)[nH]n2)c1O the results were ERAP1 HTS inh -3, miR-122 sensor 2, SIRT5 inh -5, Casp6 inh -4, F508del corr -0.3, ERp5 inh -4 and DENV2 CPE 5.
`OC1(c2cccc(C(F)(F)F)c2)CCN(CCN2CCCCC2)CC1` gave ERAP1 HTS inh -4, miR-122 sensor -1, SIRT5 inh -36, Casp6 inh -15, F508del corr -4.7, ERp5 inh 2 and DENV2 CPE inconclusive.

Next part; it opens with the 3 that closed the last part.
For Cc1cccc(OCC(=O)OCC(=O)N2CCN(C(=O)c3ccco3)CC2)c1C the results were ERAP1 HTS inh -5, miR-122 sensor 2, SIRT5 inh 5, Casp6 inh 0, F508del corr 0.5, ERp5 inh 4 and DENV2 CPE -4.
For COc1cccc(/C=N/NC(=O)c2ccc(=O)[nH]n2)c1O the results were ERAP1 HTS inh -3, miR-122 sensor 2, SIRT5 inh -5, Casp6 inh -4, F508del corr -0.3, ERp5 inh -4 and DENV2 CPE 5.
`OC1(c2cccc(C(F)(F)F)c2)CCN(CCN2CCCCC2)CC1` gave ERAP1 HTS inh -4, miR-122 sensor -1, SIRT5 inh -36, Casp6 inh -15, F508del corr -4.7, ERp5 inh 2 and DENV2 CPE inconclusive.
COc1ccc(-c2n[nH]c(C)c2-c2cscn2)c(O)c1 was read as ERAP1 HTS inh 0, miR-122 sensor -1, SIRT5 inh -6, Casp6 inh 0, F508del corr 1.3, ERp5 inh 5 and DENV2 CPE -4.
For c1ccc(-c2ccc(-c3ccncn3)cc2)cc1 the results were ERAP1 HTS inh -3, miR-122 sensor -6, SIRT5 inh -6, Casp6 inh -8, F508del corr 2.5, ERp5 inh 8 and DENV2 CPE 8.
`CCOc1ccc(NC(=O)CSc2nncc(=O)n2N)cc1` gave ERAP1 HTS inh 1, miR-122 sensor -2, SIRT5 inh -1, Casp6 inh -2, F508del corr 1.4, ERp5 inh -2 and DENV2 CPE inconclusive.
`COc1ccc(NC(=O)C2CCC(C(C)(C)C)CC2)cc1S(=O)(=O)N1CCOCC1` (stereo not given) gave ERAP1 HTS inh -2, miR-122 sensor -2, SIRT5 inh 1, Casp6 inh 2, F508del corr -3.2 and ERp5 inh -2.
For C/C(=N/NC(=O)CNC(=O)COc1cccc(C)c1)c1ccco1 the results were ERAP1 HTS inh -3, SIRT5 inh 1, Casp6 inh 0, F508del corr 0.1, ERp5 inh 1 and DENV2 CPE 4.
Screening COc1ccc(NC2CCCN(C(=O)c3cccc(C(F)(F)F)c3)C2)cc1OC (stereo not given) returned ERAP1 HTS inh 0, miR-122 sensor -5, SIRT5 inh -6, Casp6 inh 9, F508del corr -1.8 and DENV2 CPE -2.
`COCC(=O)OC/C(O)=C(\C#N)c1nc2ccccc2[nH]1` gave miR-122 sensor -2, SIRT5 inh 1, Casp6 inh -4, F508del corr -3.7 and ERp5 inh 11.
`O=C(N/N=C/c1cccnc1)c1ccccc1Br` gave ERAP1 HTS inh -1, miR-122 sensor -2, SIRT5 inh 1, Casp6 inh -3, F508del corr -0.9, ERp5 inh -3 and DENV2 CPE 3.
For CCC(CC)c1nnc(NC(=O)C2=NNC(=O)CC2)s1 the results were ERAP1 HTS inh 1, SIRT5 inh 2, Casp6 inh 4, F508del corr -1.0, ERp5 inh 4 and DENV2 CPE -7.
CC(C)NC(=O)N[C@@H]1CC[C@H](CCn2cc(-c3ccccc3)nn2)O[C@@H]1CO was read as ERAP1 HTS inh -1, SIRT5 inh 5, Casp6 inh -2, F508del corr -5.2, ERp5 inh -3 and DENV2 CPE -1.
For COc1cccc(C#Cc2ccc3c(c2)O[C@@H](CN(C)C(=O)c2ccccn2)[C@H](C)CN([C@H](C)CO)S3(=O)=O)c1 the results were miR-122 sensor 7[16.7 µM], F508del corr 4.7 and DENV2 CPE -2.
O=C(C1CC1)N1CCCCN2[C@@H](CO)[C@H](c3ccc(C#CC4(O)CCCC4)cc3)[C@@H]2C1 was read as ERAP1 HTS inh 3, miR-122 sensor -27[16.7 µM], SIRT5 inh -1, Casp6 inh 2, F508del corr -4.5, ERp5 inh 0 and DENV2 CPE -8.
Cc1cc(-c2ccccc2C(=O)Nc2ccccc2O)on1 was read as ERAP1 HTS inh -2, SIRT5 inh -2, Casp6 inh -2, F508del corr 2.2, ERp5 inh 2 and DENV2 CPE 0.
`O=C(NCCCn1ccnc1)c1cc(C2CC2)on1` gave ERAP1 HTS inh -2, miR-122 sensor -4, SIRT5 inh -1, Casp6 inh -2, F508del corr 0.1, ERp5 inh -1 and DENV2 CPE 3.
Screening COc1ccccc1S(=O)(=O)N[C@@H]1CC[C@H](CCn2cc(C3CCCC3)nn2)O[C@@H]1CO returned ERAP1 HTS inh 2, SIRT5 inh -1, Casp6 inh 1, F508del corr -0.7, ERp5 inh 2 and DENV2 CPE -9.
COc1ccc(-c2ocnc2C(=O)N2CCN(C(c3ccccc3)c3ccccc3)CC2)cc1 was read as ERAP1 HTS inh 1, miR-122 sensor 6, SIRT5 inh 0, Casp6 inh 2, ERp5 inh 4 and DENV2 CPE 12.
`Cc1nc(=S)c2c([nH]1)-c1ccccc1CC21CCCCC1` gave ERAP1 HTS inh -1, miR-122 sensor 4, SIRT5 inh -1, Casp6 inh 0, F508del corr 3.5, ERp5 inh -1 and DENV2 CPE 12.
For CN(CCc1ccccc1)C(=O)c1ccc(NC(=O)Cc2ccc(NC(=O)C3CCN(C(=O)C4CCC4)CC3)cc2)cc1 the results were ERAP1 HTS inh -1, miR-122 sensor 0, SIRT5 inh 0, Casp6 inh -3, F508del corr -2.5, ERp5 inh 6 and DENV2 CPE -4.
Cc1ccc(S(=O)(=O)Nc2cccc3c2O[C@H](CN(C)S(=O)(=O)c2cccs2)[C@@H](C)CN([C@H](C)CO)C3=O)cc1 was read as ERAP1 HTS inh 0, miR-122 sensor 11[16.7 µM], SIRT5 inh 4, Casp6 inh 0, F508del corr 0.9, ERp5 inh -11 and DENV2 CPE -6.
O=C(CN(Cc1ccccc1F)C(=O)c1csnn1)NC1CCCCC1 was read as ERAP1 HTS inh -4, miR-122 sensor -6, SIRT5 inh -5, Casp6 inh 0, F508del corr -3.3, ERp5 inh -1 and DENV2 CPE 4.
For COc1ccccc1NC(=O)N(C)C[C@H]1Oc2cc(Br)ccc2S(=O)(=O)N([C@H](C)CO)C[C@H]1C the results were ERAP1 HTS inh 1&-3, miR-122 sensor 14, SIRT5 inh 3&-6&-2, Casp6 inh 1&2&-2, F508del corr 3.7&2.5&-1.4, ERp5 inh 2&13&4 and DENV2 CPE 9&7&-2.
For Cc1cc2c(c(=O)o1)[C@@]1(C(=O)N(C)c3ccccc31)C1=C(CC3(CCCCC3)OC1=O)O2 the results were ERAP1 HTS inh -1, Casp6 inh 1, F508del corr -0.9, ERp5 inh 4 and DENV2 CPE 2.
Screening COC(=O)CCCCCN1C(=O)NC(C2CC2)C(C(=O)OCc2ccccc2)=C1C (stereo not given) returned ERAP1 HTS inh 1, SIRT5 inh -1, Casp6 inh -1, F508del corr -2.1, ERp5 inh 11 and DENV2 CPE 10.
COC(=O)c1cccc(NC(=O)NC(=O)c2ccc(Cl)cc2)c1 was read as ERAP1 HTS inh 7, miR-122 sensor 2, SIRT5 inh 0, Casp6 inh 1, F508del corr 7.3, ERp5 inh -1 and DENV2 CPE -4.
COc1cc(Nc2ncnc(N)n2)cc(OC)c1OC was read as ERAP1 HTS inh -1, SIRT5 inh 5, Casp6 inh -3, F508del corr -1.0, ERp5 inh 2 and DENV2 CPE -3.
Screening CC(=O)c1cc(C(=O)Nc2ccc3ccccc3c2)c(C)o1 returned ERAP1 HTS inh 4, miR-122 sensor -5, SIRT5 inh 0, Casp6 inh 3, F508del corr -2.7, ERp5 inh -1 and DENV2 CPE -4.
For O=C(COc1ccc(C(=O)c2ccccc2)cc1)Nc1ncccc1O the results were ERAP1 HTS inh 2, miR-122 sensor 3, SIRT5 inh 7, Casp6 inh 8, F508del corr -3.9, ERp5 inh 2 and DENV2 CPE -7.
COc1ccc(-c2ccccc2[C@H]2[C@@H](CO)N(C(=O)C3CCCC3)[C@H]2C#N)cc1 was read as ERAP1 HTS inh 0, SIRT5 inh 0, Casp6 inh 3, F508del corr 0.8, ERp5 inh 3 and DENV2 CPE inconclusive.
For Clc1ccccc1-c1ccc(/C=N/Nc2nncc(-c3ccccc3)n2)o1 the results were ERAP1 HTS inh -1, SIRT5 inh 1, Casp6 inh 1, F508del corr -0.6, ERp5 inh 8 and DENV2 CPE 1.
For O=C1OCCC1Sc1nnc(-c2ccc3c(c2)OCO3)n1-c1ccccc1 (stereo not given) the results were ERAP1 HTS inh -2, miR-122 sensor -3, SIRT5 inh -4, Casp6 inh 3 and ERp5 inh -7.
For COCCn1c(Br)nc2c1c(=O)n(C)c(=O)n2C the results were ERAP1 HTS inh 9, miR-122 sensor -4, SIRT5 inh -4, Casp6 inh 1, F508del corr 0.0 and ERp5 inh 2.
C[C@H]1CCCCO[C@H](CN(C)C(=O)Nc2ccc3c(c2)OCO3)[C@@H](C)CN([C@@H](C)CO)C(=O)c2cc(NC(=O)CCC(F)(F)F)ccc2O1 was read as ERAP1 HTS inh 2, miR-122 sensor 7[16.7 µM], SIRT5 inh -4, Casp6 inh 4, F508del corr -2.0, ERp5 inh -3 and DENV2 CPE inconclusive.
